# Compound activity as filed in PubChem BioAssay.
# PME-1 primary: PME-1 (human) inhibition; recombinant PME-1, FP-Rh probe fluorescence polarization; inhibition, % at 5.9 µM; 0.53% of 320,000 active; AID 2130;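 active = inhibition above the campaign mean of all compounds plus 3 SD, cut at about 26% in these data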;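 note: competitive labeling of PME-1 active site by serine hydrolase directed probe; 0% = PME-1 with DMSO and 100% = wells lacking PME-1 enzyme; inhibitors block probe labeling so polarization falls and inhibition rises; many of its hits are not listed in these tables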
# GLD-1 TGE inh: GLD-1-TGE RNA interaction inhibition (C. elegans); inhibition, % at 5.96 µM; Q17339; AID 2280; 0.44% of 320,000 active; purified GLD-1 + fluorescein TGE RNA, fluorescence polarization;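 active = percent inhibition above a per-plate cutoff, the plate mean of test compounds plus 3 SD, cut at about 30% in these data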;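 note: 0% = DMSO wells with GLD-1 and probe and 100% = wells lacking GLD-1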
# Fam108B counter: blocks mouse Fam108B hydrolase in RBBP9 counter-screen | 0.33% of 300,000 active | inhibition, % at 9.51 µM | AID 1947 | recombinant Fam108B, FP-Rh probe fluorescence polarization;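 active = inhibition above the screen mean inhibition plus 3 SD, computed separately per campaign, cut at about 18% in these data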;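 note: inhibitors lower polarization as less probe binds the enzyme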
# BCLXL inh: inhibitors of human Bcl-xL. Q07817. GST-Bcl-xL / FITC-Bim BH3 peptide fluorescence polarization. inhibition, % at 10.9 µM. 0.7% of 320,000 active. AID 2129;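 active = inhibition above the mean of all tested compounds plus 3 SD, cutoff set per campaign, cut at about 30% in these data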;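 note: 0% = DMSO wells and 100% = unlabeled Bim-BH3 peptide competitor; inhibitors lower millipolarization by displacing the labeled peptide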
# Target sequence (Q07817 whole entry, looked up): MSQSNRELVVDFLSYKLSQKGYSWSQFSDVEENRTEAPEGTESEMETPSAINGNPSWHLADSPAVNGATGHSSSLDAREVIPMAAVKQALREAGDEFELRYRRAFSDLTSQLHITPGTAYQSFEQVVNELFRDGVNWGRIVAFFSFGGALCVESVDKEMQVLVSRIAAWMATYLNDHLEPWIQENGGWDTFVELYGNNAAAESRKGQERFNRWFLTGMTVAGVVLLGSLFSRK
# MCL1-BIM inh: disrupts human MCL1 binding to BIM-BH3 peptide | Q07820 | GST-MCL1 / FITC-Bim-BH3 fluorescence polarization | inhibition, % at 10.9 µM | 0.68% of 320,000 active | AID 2057;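 active = inhibition above the mean inhibition of all tested compounds plus 3 SD, set per campaign, cut at about 40% in these data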;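 note: 0% = DMSO wells and 100% = unlabeled Bim-BH3 peptide control; higher means more loss of mP so more displacement of Bim peptide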
# pPAFAH FP inh: inhibitors of human plasma PAF acetylhydrolase (pPAFAH). Q13093. recombinant pPAFAH, FP-rhodamine probe fluorescence polarization. inhibition, % at 3.39 µM. 1.5% of 330,000 active. AID 463082;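 active = inhibition above the mean inhibition across the screen plus 3 SD, cut at about 25% in these data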;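 note: inhibitors block binding of the rhodamine activity-based probe so polarization drops; 0% = enzyme with DMSO and 100% = wells lacking pPAFAH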
# Target sequence (Q13093 whole entry, looked up): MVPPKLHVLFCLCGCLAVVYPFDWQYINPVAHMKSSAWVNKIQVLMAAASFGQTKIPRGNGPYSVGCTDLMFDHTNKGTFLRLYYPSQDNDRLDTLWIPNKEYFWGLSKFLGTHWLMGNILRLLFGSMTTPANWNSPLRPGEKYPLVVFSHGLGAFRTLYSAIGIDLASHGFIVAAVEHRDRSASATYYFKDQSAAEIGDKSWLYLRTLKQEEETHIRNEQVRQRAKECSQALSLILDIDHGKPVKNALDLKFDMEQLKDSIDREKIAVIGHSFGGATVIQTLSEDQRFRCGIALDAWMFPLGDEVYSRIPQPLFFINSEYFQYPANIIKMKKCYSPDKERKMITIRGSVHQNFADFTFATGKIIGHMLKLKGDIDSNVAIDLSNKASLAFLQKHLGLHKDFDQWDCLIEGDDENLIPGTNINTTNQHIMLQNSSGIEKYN
# MEX-5 binding: C. elegans MEX-5 TCR-2 RNA binding activity | Q9XUB2 | MEX-5/FITC-TCR2 RNA binding, fluorescence polarization; hits give low values | activity score (negative = inhibition of binding), % at 10 µM | 0.38% of 300,000 active;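 active = inhibition past about -25% in most replicates, and total fluorescence under double the plate's negative control median, limit read from the data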;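 note: 0% = DMSO and -100% = 5 µM competing unlabeled TCR2 RNA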
# PAFAH1B2 FP inh: PAFAH1B2 (human) inhibition; P68402; recombinant PAFAH1B2, FP-rhodamine activity probe, fluorescence polarization; inhibition, % at 3.39 µM; 1.2% of 340,000 active; AID 492953;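 active = inhibition above the mean of all tested compounds plus 3 SD, cut at about 24% in these data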;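 note: 0% = enzyme with DMSO and 100% = wells lacking PAFAH1B2; many of its hits are not listed in these tables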
# Target sequence (P68402 whole entry, looked up): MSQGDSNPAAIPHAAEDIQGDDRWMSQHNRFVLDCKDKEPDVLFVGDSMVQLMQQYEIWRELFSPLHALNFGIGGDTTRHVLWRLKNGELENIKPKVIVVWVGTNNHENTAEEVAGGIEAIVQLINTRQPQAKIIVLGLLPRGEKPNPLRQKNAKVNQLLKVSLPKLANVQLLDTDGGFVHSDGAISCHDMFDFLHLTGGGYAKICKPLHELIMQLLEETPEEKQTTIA
# AHR activator: activators of human aryl hydrocarbon receptor | P35869 | AHR-responsive luciferase reporter cells, luminescence | activation, % at 5 µM | 2.5% of 320,000 active; in the data active = activation above about 47%;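 note: 0% = vehicle wells and 100% = reference agonist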
# An asterisk follows results filed as active; . = no result given; + = active, no number.
SMILES,PME-1 primary,GLD-1 TGE inh,Fam108B counter,BCLXL inh,MCL1-BIM inh,pPAFAH FP inh,MEX-5 binding,PAFAH1B2 FP inh,AHR activator
Cn1nc(C(F)(F)F)c(-c2ccccc2)c1N,-1,1,-1,8,6,5,1.7,8,-2
COCCn1c(C)cc(C(=O)COC(=O)c2ccc(Br)o2)c1C,-1,4,-1,3,-1,10,-2.5,1,2
O=C(Cn1c(=O)oc2ccccc21)Nc1ccccc1N1CCOCC1,4,5,0,-4,-12,0,1.0,8,-1
Brc1ccc(-c2cn3c(n2)SCC3)cc1,0,0,-3,-2,-8,2,2.4,3,-4
Cc1ccc(S(=O)(=O)NNC(=O)C2COc3ccccc3O2)cc1 (stereo not given),0,7,-6,2,-3,7,0.4,10,1
Fc1ccc(C2=CC(c3ccc(Br)o3)n3ncnc3N2)cc1 (stereo not given),-6,163*,-2,180*,+,4,.,4,87*
CCOc1ccc(C)cc1-n1nc2ccccc2n1,0,1,0,4,2,4,0.3,0,-2
COc1ccccc1NC(=O)C1C2C=CC(O2)C1C(=O)O (stereo not given),5,2,2,12,8,2,-1.4,.,1
CCN1CCC2(CC1)N=C(c1ccc(F)cc1)C(=S)N2C(=O)c1ccc(C(C)(C)C)cc1,-11,-8,1,8,11,-1,0.9,5,5
CCOc1ccccc1NC(=O)Nc1cc(OC)ccc1OC,7,-1,2,-5,2,2,0.5,3,71*
Cc1cccc(/N=C/c2c(O)[nH]c3ccccc23)n1,20,3,7,-5,-11,14,0.5,2,64*
CC(CC(=O)OCC(=O)NC1CCS(=O)(=O)C1)c1ccccc1 (stereo not given),.,0,.,.,.,2,.,7,-1
Cc1ccc(S(=O)(=O)Cc2ccc(C(=O)N3CCC(C)CC3)cc2)cc1,-1,4,0,-4,1,-2,2.3,2,0
CCn1nc(C)cc1C(=O)N1CCCC(N(C)CCc2ccc(OC)c(OC)c2)C1 (stereo not given),-6,0,-4,4,3,-9,2.0,0,8
O=C(NCc1ccncc1)c1cccc(NS(=O)(=O)c2ccc(F)c(F)c2)c1,3,-2,.,2,2,2,.,0,0
CCOC(=O)c1cnc(SC)nc1Oc1cccc(NS(=O)(=O)c2ccc(C)cc2)c1,0,4,-4,7,9,2,1.0,-2,1
CCOc1ccc(N2CC(C(=O)Oc3ccccc3)CC2=O)cc1 (stereo not given),-1,4,-5,0,-5,4,0.7,-2,0
COc1cc(C(=O)c2c(C)c(CCC#N)n3ccccc23)cc(OC)c1OC,-9,1,1,6,4,-6,-0.3,4,4
COc1ccc2nc(SCc3cccc(C)c3)nc(C)c2c1,-3,-6,-5,1,2,2,-0.8,-5,-1
COC(=O)CCC(=O)Nc1ccc(S(=O)(=O)N2CCc3ccccc32)cc1,5,-2,0,4,6,3,0.7,6,3
CC(=O)Nc1ccc(S(=O)(=O)Nc2ccc3c(c2)OCCO3)cc1Cl,-1,-1,-3,2,6,0,-0.2,.,1
COc1ccccc1Nc1ncc(C(=O)Nc2ccc(OC)c(OC)c2)c2ccccc12,5,3,-2,2,10,9,1.9,-2,8
CC(C)OCCCn1c(=O)c2ccccc2n2c(CCC(=O)O)nnc12,0,3,4,-2,-8,6,0.7,7,2
CC[C@H]1CCCCc2ccccc2[C@@H](C(=O)C[C@@H](O)CC(C)=O)OC1=O,.,-1,.,.,.,3,.,-1,-1
O=C(O)C1CCN(C(=O)CSc2nc3ccccc3s2)CC1,2,3,4,-5,3,10,0.9,7,3
N#CC[C@H](Cc1ccccc1)N1CCN(CCc2ccccc2)CCC1=O,-1,5,1,3,2,1,-2.2,8,2
CCOc1ccc(NC(=O)Cn2cc(C(=O)CC)c3ccccc32)cc1,-1,-3,-4,5,12,0,1.7,-1,2
COC(=O)c1ccccc1NC(=O)C1CCCN(c2nnc(-n3cccc3)s2)C1 (stereo not given),0,0,-2,2,2,7,1.4,5,3
O=C(Cc1ccccc1)Nc1ccc(Cl)cn1,0,1,3,4,1,2,-0.4,5,0
Cc1nn(C(=O)c2cccnc2)c(C)c1Sc1ccccc1,-3,-1,4,3,7,-2,0.2,14,3
COc1ccc(CCC(C)N(C)Cc2ccccc2)cc1 (stereo not given),0,1,1,7,15,1,1.9,4,-1
O=C(c1cccs1)c1coc2ccc(O)c(CN(CCO)CCO)c12,-7,1,-1,5,4,3,-2.7,7,3
CCOc1ccc(/C=C2\SC(=O)N(CCNC(=O)CN3C(=O)NC4(CCCC4)C3=O)C2=O)cc1OC,2,5,-2,-1,-2,7,-1.1,-1,0
Cc1ccc(C)c(OCC(=O)Nc2ccccc2C(=O)N2CCN(C)CC2)c1,0,3,0,-1,-2,4,-1.8,13,5
CC(/C=N/n1c(-c2cc(C)[nH]n2)n[nH]c1=S)=C\c1ccco1,-5,2,3,-8,-7,11,-6.8,6,13
CCN(CC)C(=O)c1[nH]cnc1C(=O)N[C@@H](CC(C)C)C(=O)OCc1ccccc1,2,-3,6,2,0,3,4.4,1,-1
Cc1cccc(NC(=O)Cc2cccs2)n1,5,1,3,0,5,1,1.8,-2,7
CC(C#N)(NC(=O)CN1CCN(S(=O)(=O)c2ccccc2C#N)CC1)C1CC1 (stereo not given),9,-3,.,6,10,0,.,-2,0
CC(C)CC(NS(=O)(=O)c1ccc2[nH]c(=O)c(=O)[nH]c2c1)C(=O)O (stereo not given),-2,-1,-1,4,3,-6,-0.8,11,1
O=C1NCCCN1Cc1ccc(F)cc1,0,9,7,0,-6,1,-0.1,2,0
CCC(C)c1ccccc1N1CC(C(=O)Nc2cccc(S(=O)(=O)N3CCOCC3)c2)CC1=O (stereo not given),15,0,2,0,-15,4,0.7,4,-1
CCOc1ccc(C(=O)c2cc3ccc(O)cc3oc2=O)cc1,3,4,6,-2,-6,4,-1.4,3,0
C=CCOc1ccc(CNC(C)(C)CO)cc1OC,8,-8,3,2,3,-3,-1.2,-2,0
CC(C)NC(=O)/C(=C/c1cn(-c2ccccc2)nc1-c1cccc([N+](=O)[O-])c1)NC(=O)c1ccccc1,-3,0,2,-1,3,5,0.5,3,5
COc1ccc(-n2nc(C(=O)NCC(=O)NCCCN3CCOCC3)c3ccccc3c2=O)c(OC)c1,-3,2,4,1,2,10,-1.3,5,0
CC1CC2C3CCC4=CC(=O)C=CC4(C)[C@@]3(Cl)C(O)CC2(C)C1(O)C(=O)CO (stereo not given in full),6,9,2,3,1,1,0.5,1,9
COc1ccccc1NS(=O)(=O)c1cc(C(=O)N2CCCCCCC2)ccc1C,13,2,0,-1,4,5,2.6,24,-2
C=CCn1c(C(C)NC(=O)c2cccc(C)c2)n[nH]c1=S (stereo not given),-8,1,1,-1,-9,3,-0.6,-3,1
N=C(N)SCP(=O)(c1ccccc1)c1ccccc1,3,3,1,6,12,3,5.7,-6,5
Cc1nn(-c2ccccc2)c2nc(=O)n(-c3ccccc3)cc12,-5,9,-4,5,5,6,0.0,-1,1
CCCn1c(N)c(CC)c(=O)[nH]c1=O,-1,-3,-1,-15,-11,3,.,2,2
Cc1cccn2c(CN3CCSCC3)c(C(=O)N3CCOCC3)nc12,2,-1,1,9,5,4,-1.1,2,2
COc1cccc(CN2CCSCC2)c1,-1,-2,3,3,0,-5,-3.7,8,-1
O=C(C1CCCN1S(=O)(=O)c1ccc(Cl)cc1)N1CCOCC1 (stereo not given),-3,3,4,0,-7,1,-0.7,3,-2
CCOc1ncccc1C(=O)N1CCCSC1=Nc1ccccc1OC,2,4,1,4,4,6,-1.9,-2,0
O=C(CSc1nnc(CNc2ccc(F)cc2)n1-c1ccccc1)N1CCOCC1,1,0,0,2,-5,4,0.8,1,0
CCOC(=O)C1(CCOC)CCN(Cc2ccc(C3CCCCO3)s2)CC1 (stereo not given),-4,7,1,9,5,1,-2.2,-5,8
CCOC(=O)c1c(NC(=O)COC(=O)Cn2c(C)nc3ccccc32)sc2c1CCCC2,-4,0,-3,1,-4,10,-0.6,0,-2
CCOC(=O)c1c(N)sc(C(=O)N(C)C)c1C,-4,-1,0,-3,-6,3,1.2,-7,9
Cc1cc(SCc2ccc(C(F)(F)F)cc2)nc(=O)[nH]1,7,9,2,7,-1,4,-1.7,8,-1
# More results:
SMILES,PME-1 primary,GLD-1 TGE inh,Fam108B counter,BCLXL inh,MCL1-BIM inh,pPAFAH FP inh,MEX-5 binding,PAFAH1B2 FP inh,AHR activator
O=C(Nc1nc2ccc(S(=O)(=O)N3CCCCC3)cc2s1)c1cccnc1,-12,3,-6,-3,-2,4,-3.8,23,1
CS(=O)(=O)N(Cc1ccccc1)c1ccc(C(=O)N2CCc3ccccc3C2)cc1,1,0,5,3,-1,-1,0.7,2,4
Cn1cc(CN2CCN(CCc3ccccc3)C(CCO)C2)cn1 (stereo not given),-2,-1,-8,1,11,-7,-0.2,6,3
CC(=O)N1CCc2cc(S(=O)(=O)CCC(=O)Nc3cc(C)cc(C)c3)ccc21,2,-2,1,4,-4,3,1.9,0,4
COc1ccc(C)cc1NC1=C(Cl)C(=O)N(C2CCCCC2)C1=O,-4,2,1,4,2,4,1.9,3,9
CCN(CC(=O)Nc1c(F)cccc1F)C(=O)c1ccc(C(=O)c2ccccc2)cc1,-1,4,0,-1,0,-4,0.8,1,0
COc1ccc(N2CCN(C(=O)C34CCC(C)(C(=O)C3)C4(C)C)CC2)cc1 (stereo not given),-3,2,0,0,-2,5,-0.6,3,0
C=CSc1sc(Cl)c(N(C)C)c1[N+](=O)[O-],-1,5,1,8,14,2,-3.0,6,-1
O=C(Nc1ccc([N+](=O)[O-])cc1)OCCc1ccccn1,1,3,0,3,8,-8,-1.9,1,1
CNC(=S)SCCOc1ccc(C)cc1,-3,5,-1,10,13,3,-1.4,-2,3
CN1CCC(N(C)C(=O)NC2CCCCC2)CC1,-2,2,-2,6,2,12,1.2,-2,-1
COc1ccc2c(c1OC)C(=O)OC2Nc1ccc(S(=O)(=O)N=C(N)N)cc1 (stereo not given),-6,-13,3,7,5,-8,-0.1,2,0
C=CCNC(=O)c1cc2c(C(F)(F)F)nn(C)c2s1,-2,0,3,5,-12,3,1.5,2,4
O=C(c1ccc2c(c1)OCO2)N(Cc1ccco1)C1(C(=O)NC2CCCCC2)CCCCC1,3,-1,-2,6,1,5,-0.6,4,3
CCCC(=O)N1CCN(c2nc(CC(C)C)c3c(c2C#N)CCC3)CC1,12,1,2,2,1,19,-1.3,1,-4
COc1ccc(C2/C(=C(/O)c3ccc(C)cc3)C(=O)C(=O)N2C)c(OC)c1 (stereo not given),5,5,-3,10,13,0,-1.3,0,25
O=C1C=CC(=C(c2ccc(O)cc2)c2ccc(O)cc2)C=C1,5,7,.,1,5,5,.,24*,-3
CN1CCN(C(=O)c2cc(Cl)ccc2Cl)CC1,11,3,2,2,5,3,-1.8,2,-1
Cc1ccc(C)c2c1sc(=NC(=O)CN1C(=O)CCC1=O)n2C,1,-2,3,0,1,3,0.2,0,6

# Sorted by length of the SMILES (highest first): part of the list above.
SMILES,PME-1 primary,GLD-1 TGE inh,Fam108B counter,BCLXL inh,MCL1-BIM inh,pPAFAH FP inh,MEX-5 binding,PAFAH1B2 FP inh,AHR activator
COc1ccc2c(c1OC)C(=O)OC2Nc1ccc(S(=O)(=O)N=C(N)N)cc1 (stereo not given),-6,-13,3,7,5,-8,-0.1,2,0
Cn1cc(CN2CCN(CCc3ccccc3)C(CCO)C2)cn1 (stereo not given),-2,-1,-8,1,11,-7,-0.2,6,3
CNC(=S)SCCOc1ccc(C)cc1,-3,5,-1,10,13,3,-1.4,-2,3

# Some of the compounds tested (hit frequency here may not be typical).
